TROY signal inh = TROY signaling inhibition; hit rate 0.98% among 360,000; Q293 LMP1-TROYcd NF-kB luciferase reporter, 4 h; inhibition, % at 10 µM;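 active = compounds whose plate-normalised and pattern-corrected inhibition of the luciferase reporter signal at the single screening dose is 50% or more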
C8 TRAIL sens = caspase-8 TRAIL sensitization; NB7+C8 cells + TRAIL, ATPlite viability luminescence; inhibition (viability loss, TRAIL sensitization), % at 10 µM; hit rate 1% among 360,000;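 active = compounds causing at least 50% loss of cell viability in the single-dose screen, relative to plate controls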
NR2F2 inh = NR2F2 (human) inhibition, primary screen; hit rate 0.7% among 370,000; P24468; HEK293T NGFI-A luciferase reporter, luminescence; inhibition, % at 8.6 µM;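 active = inhibition above a per-plate cutoff, mean inhibition of test wells between control levels plus 3 SD, cut at about 38% in these data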;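 also: cells cotransfected with COUP-TFII expression vector driving the NGFI-A reporter; 0% = median of COUP-TF2 test wells and 100% = reporter-only cells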
TLR9-MyD88 inh = blocks human TLR9 binding to MyD88. CHO BLA complementation TLR9-MyD88, CCF4 FRET ratio. inhibition, % at 4.98 µM. hit rate 0.21% among 340,000. AID 504734;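 active = inhibition above the mean over all tested compounds plus 3 SD, cut at about 21% in these data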;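 also: 0% = DMSO only wells and 100% = clavulanate BLA inhibitor control wells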
NCOA2 inhibitor = inhibits human steroid receptor coactivator 2. inhibition, % at 9 µM. AID 651957. hit rate 0.17% among 370,000. Q15596. HEK293 GAL4-SRC2 luciferase reporter, luminescence;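 active = inhibition above the mean inhibition of all tested compounds plus 3 SD, set per campaign, cut at about 52% in these data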;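 also: 0% = DMSO treated cells and 100% = cells given Gossypol at 36 µM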
Target sequence (Q15596 whole entry, looked up, the tested form may be a part): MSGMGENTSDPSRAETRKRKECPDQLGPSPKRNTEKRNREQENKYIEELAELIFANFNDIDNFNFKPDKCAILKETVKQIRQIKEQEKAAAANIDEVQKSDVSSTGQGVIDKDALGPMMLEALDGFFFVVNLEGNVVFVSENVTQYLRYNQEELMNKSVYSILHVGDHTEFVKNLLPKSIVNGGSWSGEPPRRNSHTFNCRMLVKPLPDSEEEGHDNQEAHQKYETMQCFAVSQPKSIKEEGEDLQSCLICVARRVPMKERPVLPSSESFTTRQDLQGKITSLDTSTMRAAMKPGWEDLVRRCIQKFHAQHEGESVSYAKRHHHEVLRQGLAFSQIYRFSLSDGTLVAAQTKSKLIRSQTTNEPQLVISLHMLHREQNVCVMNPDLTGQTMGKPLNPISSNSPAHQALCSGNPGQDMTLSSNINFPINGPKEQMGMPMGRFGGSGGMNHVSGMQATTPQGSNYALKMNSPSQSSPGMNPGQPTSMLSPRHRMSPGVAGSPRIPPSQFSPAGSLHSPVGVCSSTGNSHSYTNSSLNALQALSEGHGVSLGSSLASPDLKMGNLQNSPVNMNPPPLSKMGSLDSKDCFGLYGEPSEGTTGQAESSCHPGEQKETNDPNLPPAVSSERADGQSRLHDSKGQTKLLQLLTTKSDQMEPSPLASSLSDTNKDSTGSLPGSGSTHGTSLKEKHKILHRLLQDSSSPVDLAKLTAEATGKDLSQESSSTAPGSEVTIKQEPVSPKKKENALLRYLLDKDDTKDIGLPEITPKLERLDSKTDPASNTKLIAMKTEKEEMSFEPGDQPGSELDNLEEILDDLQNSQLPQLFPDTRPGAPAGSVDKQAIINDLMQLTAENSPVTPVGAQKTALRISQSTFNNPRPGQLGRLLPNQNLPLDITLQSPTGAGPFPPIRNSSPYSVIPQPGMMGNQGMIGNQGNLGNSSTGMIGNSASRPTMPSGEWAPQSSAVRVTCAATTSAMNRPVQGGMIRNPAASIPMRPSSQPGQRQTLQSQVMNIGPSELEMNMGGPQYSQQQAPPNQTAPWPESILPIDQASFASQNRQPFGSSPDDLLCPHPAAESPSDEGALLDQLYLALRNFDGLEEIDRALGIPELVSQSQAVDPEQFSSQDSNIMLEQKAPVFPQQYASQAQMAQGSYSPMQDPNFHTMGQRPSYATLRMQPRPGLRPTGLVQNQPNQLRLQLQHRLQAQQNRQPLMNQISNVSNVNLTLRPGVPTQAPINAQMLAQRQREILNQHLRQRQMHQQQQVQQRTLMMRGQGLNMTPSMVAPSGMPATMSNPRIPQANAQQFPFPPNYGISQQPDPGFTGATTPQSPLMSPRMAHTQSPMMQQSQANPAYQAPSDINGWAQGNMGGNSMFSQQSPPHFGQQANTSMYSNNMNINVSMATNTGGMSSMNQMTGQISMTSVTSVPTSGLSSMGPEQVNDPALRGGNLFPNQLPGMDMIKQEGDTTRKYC
Vif imaging = blocks HIV Vif function; HEK293T cells, Vif self-association by quenched fluorescence, imaging, 24 h; inhibition, % at 7.49 µM; hit rate 0.35% among 340,000; in the data active = inhibition above about 50%, passing the limit was not always enough; also: some results filed as inactive read as strong as hits
NCOA1 inh = human NCOA1 inhibition. Q15788. HEK293 GAL4-SRC1 luciferase reporter, luminescence. inhibition, % at 3.6 µM. hit rate 0.12% among 360,000. AID 588354;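 active = inhibition above the campaign mean plus 3 SD, with each screening campaign given its own cutoff, cut at about 60% in these data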;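 also: 0% = DMSO treated cells and 100% = gossypol at 36 µM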
NCOA3 inh = inhibits human SRC3 coactivator; HEK293 GAL4-SRC3 luciferase reporter, luminescence; inhibition, % at 3.6 µM; hit rate 0.17% among 360,000;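 active = inhibition above a per-campaign cutoff, the mean of all compounds plus 3 SD, cut at about 60% in these data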;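 also: 0% = DMSO-treated cells and 100% = gossypol-treated cells at 36 µM; higher means less SRC3-driven luciferase light from the GAL4 reporter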
EBV LMP1 NFkB = reduces LMP1-driven NF-kappaB luciferase signal. LMP1-induced NF-kappaB luciferase reporter cells, luminescence. inhibition, % at 12.5 µM. hit rate 0.69% among 350,000; in the data active = inhibition above about 41%;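 also: 0% = neutral control wells and 100% = reference inhibitor control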
NOD2-RIPK2 inh = NOD2-RIPK2 protein interaction inhibition; O43353; CHO BLA complementation NOD2-RIPK2, CCF4 ratio; inhibition, % at 4.98 µM; hit rate 0.38% among 360,000; AID 624267; in the data active = inhibition above about 21%;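 also: 0% = vehicle only and 100% = reference blocker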
LRH-1 inv ag = NR5A2 inverse agonism in reporter assay. O00482. HEK293T StAR-luciferase reporter, LRH-1 transfected, 24 h. inhibition, % at 3.6 µM. hit rate 0.13% among 360,000. AID 602396;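 active = inhibition above the mean inhibition of all tested compounds plus 3 SD, cut at about 73% in these data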;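 also: 0% = DMSO wells and 100% = reporter-only cells lacking LRH-1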
* hit, by the source's call; / = not tested or not shown. This is a subset (hit frequency here may not be typical).

no. | Compound | TROY signal inh | C8 TRAIL sens | NR2F2 inh | TLR9-MyD88 inh | NCOA2 inhibitor | Vif imaging | NCOA1 inh | NCOA3 inh | EBV LMP1 NFkB | NOD2-RIPK2 inh | LRH-1 inv ag
1 | O=C(Cn1cc([N+](=O)[O-])cn1)NCCc1nc2ccccc2[nH]1 | 3 | -9 | -18 | 1 | 28 | 1 | -2 | 8 | -4 | 2 | 1
2 | COC(=O)Cc1c(C)nc2nc[nH]n2c1=O | 7 | 6 | 1 | -2 | 11 | 20 | 10 | 4 | 0 | -6 | -4
3 | Cc1ccccc1CN1C[C@H]2CON(C)[C@H]2C[C@H]1c1cccc(Br)c1 | 12 | 1 | -14 | 1 | -28 | 7 | -6 | 6 | 2 | 8 | -6
4 | CCOC(=O)[C@H]1CCC[C@@H](NS(=O)(=O)c2ccc(NC(C)=O)cc2)C1 | -14 | -17 | 5 | 17 | 2 | / | -3 | -14 | 0 | -3 | -2
5 | O=C(NC1CCN(Cc2ccccc2)CC1)C1CCN(S(=O)(=O)c2cccc3nsnc23)CC1 | 14 | -1 | 2 | 5 | 3 | -2 | -2 | 5 | 9 | 4 | 7
6 | O=C(NCc1ccc(F)cc1)C1CCN(S(=O)(=O)c2ccc(Cl)cc2)CC1 | 2 | 11 | 12 | 3 | -5 | 1 | -12 | 6 | -2 | -10 | 8
7 | CCN(CC)C(=O)COc1ccc2c(-c3ccc(OC)cc3)cc(=O)oc2c1 | -8 | 2 | 4 | -13 | 28 | -3 | 1 | 9 | 3 | 3 | 9
8 | COc1cc(C2c3[nH]c4ccccc4c3CC3COC(=O)N32)cc(OC)c1O (stereo not drawn) | 14 | -15 | -39 | -3 | -8 | 6 | -7 | 11 | -4 | 3 | 18
9 | CCCCCN(C(=O)CCC(=O)OCC(=O)c1c(C)cc(C)cc1C)c1c(N)n(CCCC)c(=O)[nH]c1=O | 6 | 26 | -15 | 2 | 15 | 0 | -1 | 3 | 7 | -4 | 11
10 | COc1cc(/C=C/C(=O)NC2CCCCC2)cc(OC)c1OC | 2 | 0 | 0 | -11 | 5 | -1 | -10 | 4 | -1 | -7 | -8
11 | CCCCOc1ccc(S(=O)(=O)NC(=O)NCc2ccc(OCCC)cc2)cc1 | -4 | 4 | -7 | -4 | -9 | / | 0 | 14 | 1 | -11 | -18
12 | COc1ccc(S(=O)(=O)Nc2cc(S(=O)(=O)c3ccccc3)c(O)cc2C)cc1 | -6 | -7 | 1 | -2 | -10 | 8 | -7 | 7 | -3 | -3 | -12
13 | CCCCCOc1ccc(C(=O)Nc2ccc(N3CCOCC3)cc2N2CCOCC2)cc1 | -6 | -6 | -2 | -3 | 2 | / | -11 | -65 | 1 | 0 | -26
14 | COc1ccc(CNC(=O)COC(=O)Cc2ccc(Cl)cc2Cl)cc1 | -18 | -8 | -7 | -2 | -11 | 7 | 0 | 3 | -3 | 9 | 3
15 | O=C(COC(=O)c1ccc(F)cc1)Nc1nc2ccc([N+](=O)[O-])cc2s1 | -20 | -17 | 6 | 12 | -1 | 0 | 6 | -3 | 4 | 1 | 6
16 | O=C(NCc1cccnc1)c1cc(C2CCCCN2S(=O)(=O)c2cccs2)on1 (stereo not drawn) | -10 | -2 | -11 | / | -11 | -7 | -5 | 6 | / | 0 | 17
17 | CCCC(c1nnnn1CS(=O)(=O)c1ccc(C)cc1)N1CCN(c2ccccc2)CC1 (stereo not drawn) | 5 | 12 | -1 | 7 | -6 | 3 | 8 | 14 | -14 | -5 | -2
18 | C=CCON1C(=O)C(=O)N(OCC=C)[C@H]2CCCC[C@H]21 | 5 | -5 | 15 | / | 18 | -1 | 2 | 18 | / | 1 | -4
19 | CCN(C(=O)COc1ccccc1[N+](=O)[O-])C1CCS(=O)(=O)C1 (stereo not drawn) | -11 | -15 | 8 | -1 | -7 | 5 | 6 | 1 | 5 | -3 | -4
20 | COc1ccc(CCN2CC(C(=O)N3CCC(OC)CC3)CCC2=O)cc1 (stereo not drawn) | -8 | -14 | -7 | -4 | 6 | 0 | -17 | -4 | -16 | -2 | 7
21 | Cc1cc(Br)cn2c(Cc3cccc(F)c3)c(-c3ccc(C#N)cc3)nc12 | 6 | 1 | -15 | / | -21 | / | / | / | / | -12 | 6
22 | c1ccc(-c2n[nH]c3c2CCC3)cc1 | -1 | 10 | 1 | 1 | -15 | -7 | 2 | -15 | 2 | -6 | -20
23 | COc1ccc(CNC(=S)Nc2cc(OC)ccc2OC)cc1 | 20 | 0 | 10 | 7 | 18 | -4 | -2 | 11 | 7 | 0 | 11
24 | CN(c1ccc(C(=O)NCc2ccc3c(c2)OCO3)cc1)S(=O)(=O)c1ccccc1 | -17 | -3 | -4 | 4 | -17 | 3 | -10 | 8 | 3 | -5 | -5
25 | Cc1c(C(=O)CN2CCN(c3ccccc3)CC2)c2ccccc2n1C | -6 | -15 | -11 | -2 | -2 | 0 | -3 | -22 | 9 | 0 | 9
26 | CC(OC(=O)C1=Cc2ccccc2OC1)C(=O)NCc1ccco1 (stereo not drawn) | -5 | 0 | 0 | 3 | -20 | 2 | 8 | -5 | -2 | -1 | -6
27 | CCNc1nc(SC(C)C(=O)Nc2ccccc2)nc(N(C)C)n1 (stereo not drawn) | 16 | 16 | 19 | -8 | -30 | 0 | 3 | -12 | 8 | -8 | 16
28 | Cc1cccc(-n2ncc3c2CCCC3NC(=O)CCc2cccnc2)c1C (stereo not drawn) | 1 | 12 | 23 | 1 | -5 | 5 | -2 | 14 | 4 | -6 | 5
29 | CC(C)=CC(=O)OCC(=O)Nc1cccc([N+](=O)[O-])c1 | -1 | 2 | -8 | 8 | -4 | 18 | -11 | 10 | -15 | -2 | 0
30 | CCN1CCCC1CNC(=O)c1c(O)c2c([nH]c1=O)CCCC2 (stereo not drawn) | 9 | -4 | 4 | 5 | 17 | 2 | 14 | 13 | -4 | -3 | -1

Other entries follow.
no. | Compound | TROY signal inh | C8 TRAIL sens | NR2F2 inh | TLR9-MyD88 inh | NCOA2 inhibitor | Vif imaging | NCOA1 inh | NCOA3 inh | EBV LMP1 NFkB | NOD2-RIPK2 inh | LRH-1 inv ag
31 | Cc1cc2ncc(C(N)=O)cn2n1 | 9 | -1 | 9 | -10 | -8 | 1 | 1 | -19 | 4 | -8 | -8
32 | CCN1C(=O)[C@@H]2[C@H](C1=O)[C@@H]1C(=O)Nc3ccccc3C(=O)N1[C@@H]2c1ccc(OC)cc1 | -4 | -6 | -2 | -4 | -16 | -2 | -7 | -12 | -1 | 1 | 9
33 | COc1ccc(-n2nc(C(=O)NCC(=O)N3CCOCC3)c3ccccc3c2=O)c(OC)c1 | 4 | 0 | -14 | 4 | 4 | 10 | -1 | -25 | 1 | -8 | -2
34 | Cc1nn(-c2ccccc2)c(NC(=O)c2cccs2)c(-c2ccccc2)c1=O | -2 | 0 | 1 | -3 | -3 | -5 | 10 | -4 | 0 | 0 | -20
35 | O=C(Nc1ccccc1C(=O)O)c1ncn[nH]1 | 6 | 3 | -5 | -1 | -8 | -2 | 8 | 2 | -2 | 3 | -10
36 | Cc1cccc(C)c1NC(=O)CN(C)C(=O)c1cccc(S(=O)(=O)N2CCN(c3ccc(F)cc3)CC2)c1 | 23 | 19 | 20 | 2 | 22 | -23 | 10 | 24 | 17 | -4 | 14
37 | C/C(=N\Nc1nc2ccccc2[nH]1)c1cccs1 | 3 | 33 | -37 | -1 | -30 | -7 | -103 | -80 | -3 | -4 | -160
38 | CCCNC(=O)c1ccccc1NC(=O)COc1cccc2c1OC(C)(C)C2 | 3 | 2 | 9 | -1 | 10 | -3 | -7 | 8 | -6 | -16 | -22
39 | CCCCCC(=O)N1C[C@@H](n2cc(C3CC3)nn2)[C@H](O)C[C@@H]1c1ccc(C)cc1 | -12 | 4 | -18 | -7 | 12 | 3 | 2 | -2 | 0 | 5 | 7
40 | CCOC(=O)Cc1csc(NC(=O)c2ccc(Br)o2)n1 | -18 | -3 | -13 | -5 | -36 | -9 | -1 | -3 | 1 | 7 | -11
41 | Cc1cc(=O)[nH]c(N/N=C/c2c(C)nn(-c3ccc(F)cc3)c2Cl)n1 | 11 | 8 | -5 | 7 | 13 | -1 | -1 | 3 | 4 | 11 | -36
42 | CCOC(=O)c1nn(-c2cccc(C)c2)c2nnc(Cc3ccc(C)cc3)c(=O)n12 | -7 | 14 | 0 | 7 | -14 | -3 | -11 | 1 | 2 | 9 | -34
43 | Cc1ccc(C(=O)NCCSc2ccc(Cl)cc2)cc1S(=O)(=O)Nc1ccccc1 | 45 | 2 | -1 | 12 | 11 | -1 | 4 | 8 | 8 | 5 | 18
44 | CCOC(=O)C(C)Sc1ncc(OC)c(=O)[nH]1 (stereo not drawn) | 4 | -3 | 7 | -2 | 10 | -2 | -3 | 5 | 13 | -8 | -4
45 | C=CCOc1ccccc1CNn1nnnc1N | -12 | -5 | -8 | -1 | 18 | 11 | -21 | -6 | -12 | -5 | 16

An excerpt from above in order of heavy-atom count, descending:
no. | Compound | TROY signal inh | C8 TRAIL sens | NR2F2 inh | TLR9-MyD88 inh | NCOA2 inhibitor | Vif imaging | NCOA1 inh | NCOA3 inh | EBV LMP1 NFkB | NOD2-RIPK2 inh | LRH-1 inv ag
36 | Cc1cccc(C)c1NC(=O)CN(C)C(=O)c1cccc(S(=O)(=O)N2CCN(c3ccc(F)cc3)CC2)c1 | 23 | 19 | 20 | 2 | 22 | -23 | 10 | 24 | 17 | -4 | 14
33 | COc1ccc(-n2nc(C(=O)NCC(=O)N3CCOCC3)c3ccccc3c2=O)c(OC)c1 | 4 | 0 | -14 | 4 | 4 | 10 | -1 | -25 | 1 | -8 | -2
32 | CCN1C(=O)[C@@H]2[C@H](C1=O)[C@@H]1C(=O)Nc3ccccc3C(=O)N1[C@@H]2c1ccc(OC)cc1 | -4 | -6 | -2 | -4 | -16 | -2 | -7 | -12 | -1 | 1 | 9
43 | Cc1ccc(C(=O)NCCSc2ccc(Cl)cc2)cc1S(=O)(=O)Nc1ccccc1 | 45 | 2 | -1 | 12 | 11 | -1 | 4 | 8 | 8 | 5 | 18
39 | CCCCCC(=O)N1C[C@@H](n2cc(C3CC3)nn2)[C@H](O)C[C@@H]1c1ccc(C)cc1 | -12 | 4 | -18 | -7 | 12 | 3 | 2 | -2 | 0 | 5 | 7
38 | CCCNC(=O)c1ccccc1NC(=O)COc1cccc2c1OC(C)(C)C2 | 3 | 2 | 9 | -1 | 10 | -3 | -7 | 8 | -6 | -16 | -22
41 | Cc1cc(=O)[nH]c(N/N=C/c2c(C)nn(-c3ccc(F)cc3)c2Cl)n1 | 11 | 8 | -5 | 7 | 13 | -1 | -1 | 3 | 4 | 11 | -36
37 | C/C(=N\Nc1nc2ccccc2[nH]1)c1cccs1 | 3 | 33 | -37 | -1 | -30 | -7 | -103 | -80 | -3 | -4 | -160
35 | O=C(Nc1ccccc1C(=O)O)c1ncn[nH]1 | 6 | 3 | -5 | -1 | -8 | -2 | 8 | 2 | -2 | 3 | -10
